HCT116 PTEN-null: growth suppression of PTEN-null HCT116, primary screen, cell-based, CellTiter-Glo; HCT116 PTEN-null viability, 60 h; hits give low values; viability, % at 10 µM; 1.2% of 140,000 active; AID 827, 2007;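 active = viability at or below a set limit, 4 SD under the median of all tested compounds, cut at about 3.7% in these data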;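 note: PTEN knockout HCT116 line with beta catenin targeted HCT116 as companion control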
Phagocytosis inh: inhibitors of macrophage phagocytosis, primary screen, imaging, J774A.1 cells, IgG beads | J774A.1 macrophage IgG-bead phagocytosis | inhibition, % at 5 µM | 0.07% of 110,000 active;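 active = inhibition above the mean of the plate negative controls plus 5 SD, cut at about 13% in these data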;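 note: phagocytic index as fraction of beads internalized from green versus red external bead signal; plate controls were DMSO negative control for no effect and cytochalasin-D positive control for full effect; some results beyond the cut were filed as inactive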
HCT116 bCat-KO: primary screen for growth suppressors in beta-catenin knockout HCT116 cells (colon tumor, human). viability, % at 10 µM. 1.5% of 140,000 active. AID 818, 2007. HCT116 beta-catenin knockout viability, CellTiter-Glo, 60 h; hits give low values;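 active = viability at or under a set limit, the compound median less 4 SD, cut at about 6% in these data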;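 note: 0% = Hyamine 1622 control at 20 µM and 100% = untreated cell control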
E-sel TNF inh: E-selectin induction blockers in HUVEC – imaging, immunofluorescence, high content, primary screen | inhibition, % at 2 µM | HUVEC TNFa-induced E-selectin immunofluorescence | 0.71% of 120,000 active | AID 1246, 2008;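 active = inhibition above the batch mean plus 3 SD, and confirmed as a hit on visual image review, cut at about 43% in these data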;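 note: 0% = TNF-stimulated DMSO wells and 100% = unstimulated control wells; not every result past the cut was called active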
BB579 growth dn: growth inhibitors of yeast BB579 in restrictive medium, primary screen, yeast lifespan-shortening project, S. cerevisiae. OD615, 48 h. inhibition, % at 10 µM. 0.51% of 140,000 active. AID 804, 2007;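 active = inhibition above a set limit, 3 SD over the mean compound inhibition, cut at about 44% in these data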; note: inactives centre near -24
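System: Saccharomyces cerevisiae DeaD strain BB579, replicative lifespan model yeast | Buffer or medium: Restrictive glucose-based CSMM-D medium | Times: 4 h preincubation and 48 h exposure at 30 °C | Detection: OD615 turbidity measurement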
NPY-Y2 antag: NPY-Y2 receptor antagonists, primary screen, cell-based; 0.99% of 140,000 active; Neuropeptide Y receptor type 2 (Homo sapiens), P49146; inhibition, % at 2.7 µM; NPY-Y2 expressing cells, antagonist mode; in the data active = inhibition above about 17%;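 note: 0% = vehicle with agonist challenge and 100% = reference antagonist with challenge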
Target sequence (P49146 whole entry, looked up): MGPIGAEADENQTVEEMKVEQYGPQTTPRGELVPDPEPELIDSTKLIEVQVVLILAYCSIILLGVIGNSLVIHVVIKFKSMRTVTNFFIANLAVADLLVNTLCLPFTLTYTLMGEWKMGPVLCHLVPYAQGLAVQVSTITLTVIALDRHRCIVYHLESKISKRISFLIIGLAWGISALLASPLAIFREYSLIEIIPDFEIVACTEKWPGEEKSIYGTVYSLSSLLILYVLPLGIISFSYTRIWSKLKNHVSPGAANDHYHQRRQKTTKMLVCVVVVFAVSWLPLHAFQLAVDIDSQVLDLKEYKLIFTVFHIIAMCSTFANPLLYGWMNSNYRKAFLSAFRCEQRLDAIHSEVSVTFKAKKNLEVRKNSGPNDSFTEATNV
Yeast life ext: compounds extending yeast replicative lifespan, primary screen, S. cerevisiae, OD615; AID 775, 2007; inhibition of the nicotinamide effect, % at 10 µM; S. cerevisiae growth with nicotinamide; deaD strain in restrictive glucose medium; 0.68% of 130,000 active;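 active = inhibition above a set limit, placed 3 SD over the median of all compounds, cut at about 26% in these data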;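 note: 0% = nicotinamide-treated wells and 100% = cells grown without nicotinamide; some compounds called inactive have numbers as strong as hits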
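assay system = DeaD-strain S. cerevisiae | buffer or medium = restrictive glucose medium | reagent = 1.5 mM nicotinamide | compound = 10 µM single point, 0.25% DMSO | incubation = 48 h compound exposure at 30 °C, humidified | signal = OD615 measurement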
GALR2 blocker: GALR2 antagonists in receptor-expressing cells, primary screen; antagonist mode; inhibition, % at 4 µM; 0.39% of 140,000 active; in the data active = inhibition above about 27%;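 note: cells stimulated with galanin 1-16 at roughly its EC80; 0% = agonist challenge control and 100% = basal control without agonist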
Target sequence (O43603 whole entry, looked up): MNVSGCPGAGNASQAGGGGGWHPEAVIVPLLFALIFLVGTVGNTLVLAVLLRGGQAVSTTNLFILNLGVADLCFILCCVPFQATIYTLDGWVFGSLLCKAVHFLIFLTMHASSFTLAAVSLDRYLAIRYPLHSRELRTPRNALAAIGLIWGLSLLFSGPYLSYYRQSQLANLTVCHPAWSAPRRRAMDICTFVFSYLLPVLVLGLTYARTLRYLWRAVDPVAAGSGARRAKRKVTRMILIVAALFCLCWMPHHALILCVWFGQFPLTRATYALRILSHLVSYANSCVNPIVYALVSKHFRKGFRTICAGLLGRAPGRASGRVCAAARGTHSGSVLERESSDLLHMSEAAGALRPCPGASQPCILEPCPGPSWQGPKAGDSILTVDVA
MRP-1 activ: H69AR viability gain despite doxorubicin, primary screen, MRP-1 activator project, H69AR cells, CellTiter-Glo; 0.61% of 140,000 active; AID 799, 2007; viability increase, % at 10 µM; viability rescue;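 active = viability gain under doxorubicin at or above a set limit, the compound median plus 3 SD, cut at about 4.7% in these data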;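 note: MRP-1 overexpressing cells given doxorubicin 25 µM after compound pretreatment; 18-22 h compound pretreatment then 72 h with doxorubicin before readout; 0% = doxorubicin-only wells and 100% = vehicle-treated cells without doxorubicin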
Measles CPE: compounds protecting cells from measles virus cytopathic effect, primary screen, measles RdRp inhibitor project, single point, MLSMR library, absorbance; AID 841, 2007; Measles virus-infected cells, CPE protection; protection (pct of control), % at 4 µM; 1.5% of 140,000 active; in the data active = protection mostly above about 24%, no sharp cut-off; inactive = mostly below about 26%; note: some compounds called inactive have numbers as strong as hits
* hit, by the source's call; nt = no result given.

SMILES	HCT116 PTEN-null	Phagocytosis inh	HCT116 bCat-KO	E-sel TNF inh	BB579 growth dn	NPY-Y2 antag	Yeast life ext	GALR2 blocker	MRP-1 activ	Measles CPE
O=C(O)CCCCCNS(=O)(=O)c1cccc2nsnc12	99	-2	94	-6	-26	3	-4	-14	-0.4	23
O=C(N/N=C/c1c[nH]c2ccccc12)C1CC1(c1ccccc1)c1ccccc1 (centres undefined)	29	-7	54	nt	-25	-2	4	-11	-5.0	7
Cc1cc(NC(=O)CSc2nc3c(cc2C#N)CCCC3)no1	95	-1	92	nt	-19	2	-1	3	-1.5	10
CNC(=O)NC(=O)C(C)OC(=O)c1c2c(nc3ccccc13)/C(=C/c1cccs1)CC2 (centres undefined)	36	-5	51	27	-37	-2	-3	49*	-0.7	2
O=C(CS(=O)(=O)Cc1ccccc1)NCC1CCCO1 (centres undefined)	114	-1	103	-19	-62	1	46*	4	-0.2	13
CC(C)(C)NC(=O)Cn1nnc(-c2ccc(Cl)cc2)n1	110	0	92	-29	-21	4	3	0	2.8	6
O=C(CSc1nnc(-c2cccnc2)n1-c1ccccc1)Nc1ccc2c(c1)OCO2	96	-1	106	-1	-34	2	-6	6	-0.5	2
CON/C=C(\C=Nc1ccc(Cl)cc1)c1ncc(C(F)(F)F)cc1Cl	106	0	92	0	-70	-1	7	-2	-0.3	5
COc1ccc(-n2ncc3c(NCCCn4ccnc4)ncnc32)cc1	80	nt	86	-7	5	2	-11	-2	1.0	66*
COc1ccc(C(=O)c2sc(Nc3ccccc3)c(C(=O)Nc3ccc(OC)c(OC)c3)c2N)cc1	87	-3	89	-40	-18	-4	-5	0	-4.2	3
Cc1cc(NC(=O)CCC(=O)N(c2ccccc2)C(C(=O)NC2CCCCC2)c2cccs2)no1 (centres undefined)	64	nt	62	-11	-26	-1	0	7	-4.2	11
CC(C)COC(=O)c1ccc(NC(=O)C2C3CCC(C3)C2C(=O)O)cc1 (centres undefined)	85	-2	81	nt	-5	3	-13	-1	1.1	26
O=C(COC(=O)c1cnc(Cl)c(Cl)c1)Nc1ccc(S(=O)(=O)N2CCCC2)cc1	104	-4	94	17	-35	1	0	-9	-2.4	3
CCOc1ccccc1C1C(C#N)=C(N)SC(N)=C1C#N	95	2	103	4	-8	1	-21	7	-3.3	5
Cc1nn(C)cc1/C=N/NC(=O)C(C)(C)Oc1ccc(Cl)cc1	92	nt	98	-12	-27	3	-11	5	0.6	9
O=C(NCCO)c1scc2c1OCCO2	107	2	102	-9	-12	-1	-7	-6	-0.7	11
CC(C)(C)n1nc2c(c1NC(=O)c1ccc(Br)cc1)CS(=O)C2 (centres undefined)	93	2	93	22	-25	3	-7	-2	0.6	17
Cc1cc(C)c2c(-n3cccc3)c(NC(=O)OC(C)C)sc2n1	78	nt	91	7	-37	0	-16	-2	-4.5	14
COC(=O)c1sccc1NC(=O)c1cc(-c2cc(C)ccc2C)nc2ccccc12	62	nt	60	35	-36	0	-8	-10	-1.3	9
CCc1cccc(NC(=O)Cn2c(-c3ccccc3)cc(C(C)=O)c2C)c1	88	-6	91	nt	-30	2	8	7	-2.8	21
CCOC(=O)c1ccc(N2C(=O)C3CC=CCC3C2=O)cc1 (centres undefined)	102	-1	110	-1	9	2	-9	-8	1.9	23
O=C(NNS(=O)(=O)c1ccccc1)c1ccc(S(=O)(=O)N2CCCCC2)cc1	92	-6	79	nt	-43	0	6	2	1.5	20
Cn1c(CCN2CCCCCC2)nc2cc(NC(=O)Nc3ccccc3)ccc21	34	0	52	4	-36	-2	-5	-7	-5.8	26
Cc1ccc(Nc2ccc(C(=O)NCCc3ccccc3)cn2)cc1	105	-6	98	9	-38	4	0	5	0.9	22
Cn1c(-c2sc(=S)n(-c3ccccc3)c2N)nc2ccccc21	92	nt	76	nt	-44	3	-2	19	-2.5	2
Cc1ccc(NC(=O)ON=C2CCCC2)cc1	84	-7	91	16	95*	3	-13	-5	-4.4	43*
CCn1c(CC(=O)Nc2ccc(C)cc2)nnc1SCC(=O)NCCc1ccccc1	86	nt	90	-6	-24	0	-11	2	-2.0	2
NC1=NC(=O)S/C1=C\c1ccc(O)cc1	94	-4	79	nt	-41	1	3	0	-3.7	5
CC(C)(C)c1ccc(CN(Cc2ccco2)Cc2nnnn2C2CCCC2)cc1	60	nt	66	nt	-50	7	8	-3	-5.1	12
Cc1c(C(=O)Nc2ccc(Cl)cc2)c2ccccn2c1C(=O)c1ccc(F)cc1	96	0	96	8	-7	4	-2	2	0.7	6
Cc1onc(-c2ccccc2)c1C(=O)NC(=S)Nc1sc2c(c1C#N)CCC(C)C2 (centres undefined)	80	-12	88	3	-24	5	-1	0	-3.1	6
COc1ccc(CC(=O)NCc2nnc(SCc3ccc(C)cc3)n2C)cc1	90	5	93	18	-20	1	-5	-4	-0.9	6
Cc1ccc(-n2nc3ccc(NC(=S)NC(=O)/C=C/c4ccco4)cc3n2)cc1	60	-5	77	nt	-11	0	1	-2	-4.7	12
COc1cc(/C=N/NC(=O)Cn2nc([N+](=O)[O-])cc2C)cc(Br)c1OCc1ccccc1	69	nt	58	2	-32	2	-4	2	-0.4	22
CCOc1ccc(NC(=O)CSc2nc(C)c3c(c2C#N)CCCC3)cc1	84	5	83	-19	-8	1	-12	5	-1.6	5
Cc1c(N2C(=O)CS/C2=N\N=C\c2ccc(Br)cc2)c(=O)n(-c2ccccc2)n1C	91	nt	84	6	-18	3	-6	-1	-1.1	18
Cc1ccc(S(=O)(=O)Oc2ccccc2/C=N/NC(N)=S)cc1	34	-1	24	3	-32	7	11	10	-1.6	13
Cn1c(=O)n(C)c2cc([N+](=O)[O-])c(N3CCN(S(=O)(=O)c4ccc(C(C)(C)C)cc4)CC3)cc21	34	-1	33	13	-33	1	2	10	0.5	8
NC(=O)C(c1ccc(Cl)cc1)c1ccc(Sc2ccc(Cl)cc2)nn1 (centres undefined)	56	0	47	4	-29	1	0	-1	0.5	4
O=C(Nc1ccc2c(c1)OCCO2)c1ccc(Cl)c([N+](=O)[O-])c1	66	-3	51	nt	-26	-1	-8	4	-2.7	20*
COc1ccc(/C=C/C(=O)N(C(C)C)C(C)C)cc1Br	85	0	73	-44	36	4	-11	-10	0.5	10
COc1ccc2cc3c(N)nn(C(=O)c4ccccc4[N+](=O)[O-])c3nc2c1	68	-2	82	nt	-23	5	-3	-3	-1.4	9
COc1ccc(N2CCN(C(CNS(=O)(=O)c3ccc4c(c3)OCCO4)c3ccco3)CC2)cc1 (centres undefined)	54	8	50	12	8	-1	-5	-13	1.0	22
C#CC[N+](C)(C)CCCCCCCC	16	-12	29	nt	-5	3	2	0	-2.6	34
Nc1nonc1C(=O)NCCNS(=O)(=O)c1ccc(F)cc1	91	-9	91	nt	-29	0	0	0	-1.2	9
Cc1cc(C(=O)Nc2ccccc2)c(C)o1	103	0	91	7	-90	5	-8	18	0.2	12
Cc1sc(NC(=O)CSc2ncn(-c3ccccc3)n2)nc1-c1ccccc1	82	nt	65	-40	-27	8	nt	9	-2.4	10
COc1ccc(C(=O)N2c3ccccc3CC2C)cc1OC (centres undefined)	98	0	100	-39	-7	-1	-7	2	-4.5	42
O=C(O)c1cnc2ccccc2n1	98	0	102	nt	-12	3	-3	-5	-1.1	nt
Cc1c(C(=O)OCC(=O)Nc2ccccc2OC(F)F)cccc1[N+](=O)[O-]	94	-12	103	nt	-46	2	-4	-13	0.0	5
O=C(CSc1cccc(C(F)(F)F)c1)Nc1ccc(Cl)cc1Cl	78	3	76	15	-21	3	-9	2	0.0	5
O=C(O)CCCCCNC(=O)CCn1cnc2ccccc2c1=O	97	-1	102	nt	-10	-2	-1	3	-0.1	4
CC(=O)Nc1nnc(-c2ccc(Cl)s2)o1	91	-1	88	16	-14	2	-4	17	-1.4	21
O=C1CCc2cc(S(=O)(=O)N3CCCC3C(=O)N3CCN(c4ccccc4)CC3)ccc2N1 (centres undefined)	86	0	87	nt	-30	3	-3	-6	-1.4	17
COC(=O)c1ccccc1OCC(=O)N1CCN(c2ccc(F)cc2)CC1	85	nt	93	-2	-32	2	-8	8	-2.0	7
S=C(Cc1cccnc1)N1CCOCC1	93	0	89	-15	-26	3	0	13	-2.6	4

Compounds listed so far that contain an aryl methoxy group, in the order listed:
SMILES	HCT116 PTEN-null	Phagocytosis inh	HCT116 bCat-KO	E-sel TNF inh	BB579 growth dn	NPY-Y2 antag	Yeast life ext	GALR2 blocker	MRP-1 activ	Measles CPE
COc1ccc(-n2ncc3c(NCCCn4ccnc4)ncnc32)cc1	80	nt	86	-7	5	2	-11	-2	1.0	66*
COc1ccc(C(=O)c2sc(Nc3ccccc3)c(C(=O)Nc3ccc(OC)c(OC)c3)c2N)cc1	87	-3	89	-40	-18	-4	-5	0	-4.2	3
COc1ccc(CC(=O)NCc2nnc(SCc3ccc(C)cc3)n2C)cc1	90	5	93	18	-20	1	-5	-4	-0.9	6
COc1cc(/C=N/NC(=O)Cn2nc([N+](=O)[O-])cc2C)cc(Br)c1OCc1ccccc1	69	nt	58	2	-32	2	-4	2	-0.4	22
COc1ccc(/C=C/C(=O)N(C(C)C)C(C)C)cc1Br	85	0	73	-44	36	4	-11	-10	0.5	10
COc1ccc2cc3c(N)nn(C(=O)c4ccccc4[N+](=O)[O-])c3nc2c1	68	-2	82	nt	-23	5	-3	-3	-1.4	9
COc1ccc(N2CCN(C(CNS(=O)(=O)c3ccc4c(c3)OCCO4)c3ccco3)CC2)cc1 (centres undefined)	54	8	50	12	8	-1	-5	-13	1.0	22
COc1ccc(C(=O)N2c3ccccc3CC2C)cc1OC (centres undefined)	98	0	100	-39	-7	-1	-7	2	-4.5	42

Reformatted as a markdown table: 2 of the compounds above.
| Molecule | HCT116 PTEN-null | Phagocytosis inh | HCT116 bCat-KO | E-sel TNF inh | BB579 growth dn | NPY-Y2 antag | Yeast life ext | GALR2 blocker | MRP-1 activ | Measles CPE |
| --- | --- | --- | --- | --- | --- | --- | --- | --- | --- | --- |
| Nc1nonc1C(=O)NCCNS(=O)(=O)c1ccc(F)cc1 | 91 | -9 | 91 | nt | -29 | 0 | 0 | 0 | -1.2 | 9 |
| Cc1cc(C(=O)Nc2ccccc2)c(C)o1 | 103 | 0 | 91 | 7 | -90 | 5 | -8 | 18 | 0.2 | 12 |
